Assay outcomes as filed in PubChem.
NCOA1 inh – human NCOA1 inhibition; Q15788; HEK293 GAL4-SRC1 luciferase reporter, luminescence; inhibition, % at 3.6 µM; 360,000 tested, 0.12% active;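 active = inhibition above the campaign mean plus 3 SD, with each screening campaign given its own cutoff, cut at about 60% in these data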;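 also: 0% = DMSO treated cells and 100% = gossypol at 36 µM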
KKLEB cytotox – reduces viability of KKLEB cystic fibrosis airway cells. KKLEB CF airway cells viability, ATPlite luminescence, overnight; active compounds read low; cells stimulated with P. aeruginosa culture filtrate. activity change (cytotoxicity), % at 5 µM. 360,000 tested, 0.36% active. AID 602141;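 active = corrected activity change at or below -50% at 5 µM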
TRAIL sens C8 – caspase-8 TRAIL sensitization. NB7+C8 cells + TRAIL, ATPlite viability luminescence. inhibition (viability loss, TRAIL sensitization), % at 10 µM. 360,000 tested, 1% active. AID 624354;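 active = compounds causing at least 50% loss of cell viability in the single-dose screen, relative to plate controls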
Shn3 inh set2 – Schnurri-3 reporter inhibition in Clone20 osteoblasts. Clone20 osteoblast Shn3 3'UTR firefly luciferase, 24 h. inhibition, % at 12.5 µM. 360,000 tested, 0.52% active;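 active = mean inhibition of at least 75% with every replicate also reaching 75%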;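 also: 0% = median of neutral control wells and 100% = pilot-screen positive control compound; some compounds past the cut are filed as inactive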
NR5A2 inv ag – inverse agonists of human LRH-1 (NR5A2); O00482; HEK293T StAR-luciferase reporter, LRH-1 transfected, 24 h; inhibition, % at 3.6 µM; 360,000 tested, 0.13% active; AID 602396;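 active = inhibition above the mean inhibition of all tested compounds plus 3 SD, cut at about 73% in these data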;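 also: 0% = DMSO wells and 100% = reporter-only cells lacking LRH-1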
COUP-TFII inh – blocks human COUP-TFII nuclear receptor; P24468; inhibition, % at 8.6 µM; 370,000 tested, 0.7% active; HEK293T NGFI-A luciferase reporter, luminescence;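 active = inhibition above a per-plate cutoff, mean inhibition of test wells between control levels plus 3 SD, cut at about 38% in these data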;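 also: cells cotransfected with COUP-TFII expression vector driving the NGFI-A reporter; 0% = median of COUP-TF2 test wells and 100% = reporter-only cells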
EBV LMP1 NFkB – reduces LMP1-driven NF-kappaB luciferase signal | inhibition, % at 12.5 µM | 350,000 tested, 0.69% active | LMP1-induced NF-kappaB luciferase reporter cells, luminescence; in the data active = inhibition above about 41%;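 also: 0% = neutral control wells and 100% = reference inhibitor control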
TROY signal inh – inhibitors of TROY-dependent NF-kB signaling | Q293 LMP1-TROYcd NF-kB luciferase reporter, 4 h | inhibition, % at 10 µM | 360,000 tested, 0.98% active | AID 1347056;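 active = compounds whose plate-normalised and pattern-corrected inhibition of the luciferase reporter signal at the single screening dose is 50% or more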
CF NFkB inh – inhibitors of cystic fibrosis induced NF-kB | KKLEB NF-kB-GFP reporter, PAF-induced, GFP fluorescence overnight | inhibition, % at 5 µM | 360,000 tested, 0.86% active;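 active = at least 50% inhibition at 5 µM, scaled per plate between neutral and stimulator controls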;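 also: PAF is a Pseudomonas aeruginosa culture filtrate used as stimulus; plate controls were PAF-stimulated DMSO wells for no effect and unstimulated DMSO wells for full effect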
SRC3 inh – inhibitors of human steroid receptor coactivator 3 (SRC3) | 360,000 tested, 0.17% active | HEK293 GAL4-SRC3 luciferase reporter, luminescence | inhibition, % at 3.6 µM | Q9Y6Q9;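 active = inhibition above a per-campaign cutoff, the mean of all compounds plus 3 SD, cut at about 60% in these data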;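 also: 0% = DMSO-treated cells and 100% = gossypol-treated cells at 36 µM; higher means less SRC3-driven luciferase light from the GAL4 reporter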
TWEAK-Fn14 inh – blocks TWEAK-Fn14 interaction in a reporter cell assay. TWEAK-stimulated Fn14 reporter cells, luciferase luminescence, 8 h. inhibition, % at 10 µM. 360,000 tested, 2% active; in the data active = inhibition above about 50%
Numbers without * were called inactive; . = no result given. This is a subset; rates above refer to the full screens.

entry	canonical_smiles	NCOA1 inh	KKLEB cytotox	TRAIL sens C8	Shn3 inh set2	NR5A2 inv ag	COUP-TFII inh	EBV LMP1 NFkB	TROY signal inh	CF NFkB inh	SRC3 inh	TWEAK-Fn14 inh
1	COc1ccc(NC(=O)/C(=C/c2ccc3c(c2)OCO3)NC(C)=O)cc1	-11	0	-2	-4	-22	-12	1	-39	4	-5	0
2	Nc1cc(C(F)(F)F)ccc1OCC1CCCO1 (stereo not given)	1	1	1	-42	3	10	-4	-21	-7	-18	-9
3	N#CCCn1cc(C=O)c(-c2cccs2)n1	-20	7	2	-15	1	-4	-7	23	0	-1	21
4	COc1ccc(/C=C/C(=O)OCC(=O)NC2CC2)c(OC)c1	-31	-4	-1	-20	-5	-16	-10	-1	1	11	9
5	O=C(Nc1nnc(Cc2ccccc2F)s1)Nc1ccccc1F	-25	-8	-16	-26	-8	-26	-20	-48	22	-15	-45
6	COc1cc(C2CC(=O)N(CC(=O)NCc3ccco3)c3ccccc3S2)cc(OC)c1OC (stereo not given)	5	3	0	9	6	-1	0	2	9	4	14
7	O=C1NC[C@H](Cc2ccc(O)cc2)N(C[C@@H]2CCCN2C[C@H](Cc2ccccc2)N2C[C@H](Cc3ccc(O)cc3)N(CC3CCCCCC3)C(=O)C2=O)C1=O	.	.	-6	.	-27	13	.	-18	.	.	-19
8	CCN1C(=O)N[C@@H](CCc2ccccc2)[C@H](C(C)=O)[C@H]1C	-4	-17	-30	-26	13	-4	58*	-11	22	8	4

For reference, part of the list above:
entry	canonical_smiles	NCOA1 inh	KKLEB cytotox	TRAIL sens C8	Shn3 inh set2	NR5A2 inv ag	COUP-TFII inh	EBV LMP1 NFkB	TROY signal inh	CF NFkB inh	SRC3 inh	TWEAK-Fn14 inh
1	COc1ccc(NC(=O)/C(=C/c2ccc3c(c2)OCO3)NC(C)=O)cc1	-11	0	-2	-4	-22	-12	1	-39	4	-5	0
2	Nc1cc(C(F)(F)F)ccc1OCC1CCCO1 (stereo not given)	1	1	1	-42	3	10	-4	-21	-7	-18	-9
3	N#CCCn1cc(C=O)c(-c2cccs2)n1	-20	7	2	-15	1	-4	-7	23	0	-1	21
4	COc1ccc(/C=C/C(=O)OCC(=O)NC2CC2)c(OC)c1	-31	-4	-1	-20	-5	-16	-10	-1	1	11	9
5	O=C(Nc1nnc(Cc2ccccc2F)s1)Nc1ccccc1F	-25	-8	-16	-26	-8	-26	-20	-48	22	-15	-45
6	COc1cc(C2CC(=O)N(CC(=O)NCc3ccco3)c3ccccc3S2)cc(OC)c1OC (stereo not given)	5	3	0	9	6	-1	0	2	9	4	14
7	O=C1NC[C@H](Cc2ccc(O)cc2)N(C[C@@H]2CCCN2C[C@H](Cc2ccccc2)N2C[C@H](Cc3ccc(O)cc3)N(CC3CCCCCC3)C(=O)C2=O)C1=O	.	.	-6	.	-27	13	.	-18	.	.	-19
8	CCN1C(=O)N[C@@H](CCc2ccccc2)[C@H](C(C)=O)[C@H]1C	-4	-17	-30	-26	13	-4	58*	-11	22	8	4

New compounds follow.
entry	canonical_smiles	NCOA1 inh	KKLEB cytotox	TRAIL sens C8	Shn3 inh set2	NR5A2 inv ag	COUP-TFII inh	EBV LMP1 NFkB	TROY signal inh	CF NFkB inh	SRC3 inh	TWEAK-Fn14 inh
9	CCN(CC)C(=O)C(=O)Nc1ccc(OCc2ccccc2)cc1	-72	-2	-4	-5	8	-2	-6	-7	-5	0	-36
10	O=C(c1cc(-c2cccc(Cl)c2)on1)N1CCCCCC1	-30	0	7	-74	-92	-15	-43	-60	20	-95	-28
11	COc1ccc(S(=O)(=O)N2CCOCC2)cc1C(=O)N1CCCCCC1	-13	2	0	-1	17	-5	1	8	-1	4	-18
12	CSCCC(NS(=O)(=O)c1ccc(C)cc1)C(=O)N(C)CC(=O)Nc1ccccc1Br (stereo not given)	1	3	7	11	-33	7	5	2	20	10	6
13	CCOC(=O)c1c(C)oc2ccc(NS(=O)(=O)c3ccc(C(=O)O)cc3)cc12	-8	2	-1	-9	-6	-5	-3	7	18	10	3
14	Nc1cccn2c(-c3ccc(Cl)cc3)cnc12	-127	6	6	-60	-75	-30	-63	22	-29	-91	17
15	CC1CN(C(=O)CN2C(=O)c3ccccc3C2=O)CC(C)O1 (stereo not given)	0	2	-4	1	10	7	1	-7	0	9	-1
16	O=C(NCc1ccccc1)C1=C[C@@H](C2CCCCC2)C[C@@H](OCc2ccc(CO)cc2)O1	-46	-26	18	12	-11	-2	-27	7	14	-5	-53

Remaining list, next part
entry	canonical_smiles	NCOA1 inh	KKLEB cytotox	TRAIL sens C8	Shn3 inh set2	NR5A2 inv ag	COUP-TFII inh	EBV LMP1 NFkB	TROY signal inh	CF NFkB inh	SRC3 inh	TWEAK-Fn14 inh
17	Cc1ccc(S(=O)(=O)N2CCOCC2)cc1C(=O)N1CC(C)CC(C)C1 (stereo not given)	-3	3	-1	4	9	2	-2	-3	-25	8	-14
18	CCc1n[nH]c(=S)n1/N=C/c1cc(OC)cc([N+](=O)[O-])c1O	-5	7	-9	13	15	-15	1	16	5	13	12
19	Nc1c(-c2cccc(Cl)c2)cnn1-c1ccccc1	-92	6	10	-45	-55	-45	-18	-30	1	-60	-23
20	CCOC(=O)C1CCCN(C(=O)c2ccc3c(c2)OCO3)C1 (stereo not given)	-25	2	-18	-8	10	-1	-5	-16	-8	-2	10
21	Cc1ccc(N(C(=O)c2ccc3c(c2)OCO3)C2C=CS(=O)(=O)C2)cc1C (stereo not given)	-10	-24	6	2	8	-11	6	-1	4	2	-2
22	O=C(CCOc1ccccc1)N1CCN(c2ccc(O)cc2)CC1	20	1	-9	10	-23	-22	3	-6	-9	3	-20
23	Cn1[nH]c2c(c1=O)[C@H](c1ccc(F)cc1)O[C@H](CCc1ccccc1)C2	11	-1	4	-15	4	23	.	7	-6	3	14
24	O=C(NCC(=O)N1CCN(c2ccccc2O)CC1)c1ccc2ccccc2c1	-13	5	3	-3	-19	2	-12	72*	-11	-10	-23

(next part)
entry	canonical_smiles	NCOA1 inh	KKLEB cytotox	TRAIL sens C8	Shn3 inh set2	NR5A2 inv ag	COUP-TFII inh	EBV LMP1 NFkB	TROY signal inh	CF NFkB inh	SRC3 inh	TWEAK-Fn14 inh
25	CCOCCCNC(=O)C(c1ccc(OC)cc1)N(Cc1cccs1)C(=O)CNC(C)=O (stereo not given)	13	1	7	10	0	-11	5	-3	28	-16	-16
26	Cc1ccnc(NC(NC(=O)C(C)C)(C(F)(F)F)C(F)(F)F)c1	-19	1	3	-12	9	6	3	2	-9	9	-5
27	O=C(Nc1nnc(C2CC2)s1)c1ccc(S(=O)(=O)c2ccccc2)cc1	2	4	10	-3	13	14	6	7	-2	17	8
28	COc1ccccc1NC(=O)Nc1nnc(CC(=O)Nc2ccccc2C)s1	-9	-8	-5	13	1	8	-9	-1	13	5	-1
29	O=C(Oc1coc(CSc2ncccn2)cc1=O)c1ccco1	1	20	4	.	0	-20	-5	8	0	4	1
30	CC1(C)S[C@@H]2[C@H](NC(=O)C(C(=O)O)c3ccccc3)C(=O)N2[C@H]1C(=O)O (stereo not given in full)	-19	-16	-6	-10	-3	.	-4	-11	0	-1	-5
31	COc1cc(C(=O)NC2CCN(Cc3ccccc3)CC2)cc(Cl)c1OC	3	2	14	-4	12	25	-7	4	0	-3	-11
32	CN(c1ccc(C(=O)N2CCCCC2)cc1)S(C)(=O)=O	11	9	-16	15	14	-1	4	-1	-3	23	4

(cont.)
entry	canonical_smiles	NCOA1 inh	KKLEB cytotox	TRAIL sens C8	Shn3 inh set2	NR5A2 inv ag	COUP-TFII inh	EBV LMP1 NFkB	TROY signal inh	CF NFkB inh	SRC3 inh	TWEAK-Fn14 inh
33	CCOC(=O)c1ccc(NC(=O)c2nc[nH]c2C(=O)N[C@@H](CCCCNC(=O)OC(C)(C)C)C(=O)OC(C)(C)C)cc1	13	-3	42	14	14	-8	1	13	-6	0	31
34	CCc1c(C(=O)N/N=C/c2ccc(OCc3ccc(F)cc3)c(OC)c2)nnn1-c1nonc1N	-3	0	-4	30	12	-3	-25	14	-15	-18	55*
35	CCN1CCN(C(=O)C2CCCN(S(=O)(=O)c3cccc4nsnc34)C2)CC1 (stereo not given)	-1	12	8	1	-1	8	-10	-6	-4	5	18
36	CCc1ncc(CN2CCC(C(=O)Nc3ccc(-n4nc(C)cc4C)cc3)CC2)cn1	10	-12	-4	8	-12	16	0	8	18	2	20
37	O=C(/C=C/c1ccc2c(c1)OCO2)NCC1CCCO1 (stereo not given)	-26	6	6	-32	-41	-22	-2	-39	-16	-30	-23
38	O=C(Cn1cccc1C(=O)c1ccccc1)NCCCN1CCOCC1	-1	7	-10	-14	-2	-2	34	18	-15	12	-2
39	COc1ccccc1CN1CCC(n2nccc2NC(=O)CCc2ccccc2)CC1	-23	-9	11	-4	3	13	-18	11	2	-7	-23
40	COc1cc(C(O)c2nc(-c3cc(F)cc(F)c3)cs2)ccc1F (stereo not given)	-7	-8	-11	9	-36	16	.	1	-14	-18	6

The list goes on.
entry	canonical_smiles	NCOA1 inh	KKLEB cytotox	TRAIL sens C8	Shn3 inh set2	NR5A2 inv ag	COUP-TFII inh	EBV LMP1 NFkB	TROY signal inh	CF NFkB inh	SRC3 inh	TWEAK-Fn14 inh
41	CC1CCC/C(=N\Nc2ccc(Cl)c(C(=O)O)c2)C1 (stereo not given)	-110	5	-4	-44	-48	-2	-4	-5	0	-67	-8
42	O=C(O)CCCN1C(=O)C2C3CC(C2C1=O)C1C(c2ccccc2)c2sc(=O)[nH]c2SC31 (stereo not given)	-1	9	1	-2	-1	7	-12	-6	-37	2	11
43	CC1CCCCN1C(=O)CCNC(=O)Cn1cnc2ccccc2c1=O (stereo not given)	-10	1	2	19	9	12	2	-13	5	-9	9
44	COc1ccc(NC(=O)c2ccc3nc(C)c(N(C)C(=O)CCc4ccccc4)n3c2)cc1OC	-3	-14	7	5	7	-2	.	1	9	13	4
45	CC(NCC(=O)NCC(=O)Nc1ccc(F)cc1)c1cccc(C(F)(F)F)c1 (stereo not given)	-8	3	2	2	0	11	-5	1	-4	1	3
46	COC(=O)CN(c1ccccc1C)S(C)(=O)=O	-1	6	10	-3	-15	14	-2	-6	-3	4	6
47	COc1cc([N+](=O)[O-])ccc1NC(=S)Nn1cnnc1	1	2	-9	-9	-11	5	-5	-8	0	8	11
48	CC(=O)c1ccc(N2CCN(C(=O)c3ccc(Cl)c(S(=O)(=O)NC4CC4)c3)CC2)c(F)c1	-5	0	-15	0	-6	2	2	11	-94	-2	-2

Continued:
entry	canonical_smiles	NCOA1 inh	KKLEB cytotox	TRAIL sens C8	Shn3 inh set2	NR5A2 inv ag	COUP-TFII inh	EBV LMP1 NFkB	TROY signal inh	CF NFkB inh	SRC3 inh	TWEAK-Fn14 inh
49	N#C/C(=C\c1ccc(-c2cccc(Cl)c2)o1)C(=O)Nc1cccc2cccnc12	6	4	11	1	8	12	-3	-2	-1	-10	-17
50	CN1CCN(c2nc3c(c(=O)n(C)c(=O)n3C)n2Cc2cccc3ccccc23)CC1	1	3	-10	5	-1	1	-4	10	-5	7	-8
51	CC(C)(C)c1ccc(CC(=O)N2CCC2(C)C(=O)NS(=O)(=O)c2cccs2)cc1 (stereo not given)	11	4	-16	-29	20	-6	.	5	-11	-28	-11
52	COc1cccc(C(=O)N(Cc2ccccc2)Cc2cc3cc4c(cc3[nH]c2=O)OCCO4)c1	4	-6	2	-24	2	1	1	14	4	-6	19
